# P. falciparum M1AAP – P. falciparum M1AAP inhibitors, biochemical, fluorogenic H-Leu-NHMec substrate, 1536-well (AID 1445); 0.42% of 220,000 active; recombinant M1AAP, H-Leu-NHMec fluorogenic kinetic assay; higher % means a stronger effect; inhibition, % at 30 µM, or IC50 in µM where a hit was titrated;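 active means primary inhibition above the hit cutoff, then over 50% inhibition at one or more dose response concentrations, cut at about 23% in these data, passing the limit was not always enough; inconclusive means conflicting primary data, or primary hits not chosen for dose response; inactive means low primary inhibition, or under 50% at every dose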;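 further: plate controls were DMSO full reaction for no effect and no enzyme background for full effect; strong numbers were not always called active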
# PMI inhibition – human PMI inhibitors, high substrate, primary screen, biochemical, fluorescence intensity, high mannose 6-phosphate (AID 1220). 0.66% of 190,000 active. one-dose inhibition, % at 20 µM; IC50 in µM for titrated hits. recombinant PMI enzyme, coupled fluorescence intensity; higher % means a stronger effect; in the data active means inhibition above about 50%
# West Nile antiviral – inhibition of WNV-induced cytopathic effect – cell-based, CPE readout (AID 1621) | West Nile virus-infected cells, CPE inhibition; higher % means a stronger effect | one-dose CPE inhibition, % at 10 µM; IC50 in µM for titrated hits | 0.02% of 290,000 active; in the data active means a potency from the dose series; inconclusive means CPE inhibition mostly from about 3.7% at the one dose, without a potency; inactive means the rest, 99 in 100 with CPE inhibition below about 2.2%; further: strong numbers were not always called active
# SIAH1 antagonists – blockers of Siah-1 interaction with plectin peptide – biochemical, fluorescence polarization, rhodamine-plectin, uHTS, primary screen (AID 1817); Siah-1 / rhodamine-plectin peptide fluorescence polarization; higher % means a stronger effect; one-dose displacement, % at 20 µM; IC50 in µM for titrated hits; 0.02% of 290,000 active;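 active means displacement of at least 50% at 20 µM, with a fluorescence ratio check between 0.3 and a set limit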;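 further: plate controls were Siah plus tracer with DMSO for no effect and tracer alone without Siah for full effect; strong numbers were not always called active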
# Yfh1-off respiration – mitochondrial function rescue without frataxin homolog – Friedreich's ataxia, plus single-dose screen, dose response (AID 1465); S. cerevisiae Yfh1-off respiration, WST-1 reduction, 72 h; higher fold induction means a stronger effect; one-dose fold induction at 50 µM; EC50 in µM for titrated hits; 0.074% of 220,000 active;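 active means fold induction of absorbance versus untreated yeast above a set limit, then at least 30% activation at any dose in follow-up; inconclusive means repeats straddling the limit, or above it without dose testing; inactive means fold induction below the set limit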;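 further: activators that raise dye reduction in frataxin-depleted yeast; strong numbers were not always called active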
# XIAP displacement – XIAP antagonists, biochemical, IAP family, fluorescence polarization (AID 1018); XIAP BIR domain, fluorescence polarization peptide displacement; higher % means a stronger effect; displacement, % at 20 µM, or IC50 in µM where a hit was titrated; 0.007% of 200,000 active; in the data active means displacement above about 50%; further: a part of the inactive calls stands beside numbers as strong as those of hits
# M17LAP inhibition – P. falciparum M17LAP inhibitors, primary screen, biochemical, fluorogenic H-Leu-NHMec substrate, 1536-well (AID 1619) | 0.38% of 220,000 active | one-dose inhibition, % at 30 µM; IC50 in µM for titrated hits | recombinant M17LAP, H-Leu-NHMec fluorogenic kinetic assay; higher % means a stronger effect;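 active means compound inhibiting the enzyme by more than half at any dose during confirmatory dose-response retesting; inconclusive means strong single-dose inhibitors picked by rank but not retested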;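 further: plate controls were full reaction with DMSO carrier for no effect and no enzyme background for full effect; strong numbers were not always called active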
# Salmonella PhoP GFP – PhoP-dependent GFP reporter repression – Salmonella Typhimurium, primary screen (AID 1863); 0.16% of 300,000 active; S. Typhimurium PhoP-regulated promoter GFP reporter, 4 h; higher % means a stronger effect; inhibition, % at 50 µM; hits with a dose series show IC50 in µM;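 active means inhibition over 29.93%, a cutoff 3 SD above the screen mean, later confirmed by dose response; inconclusive means inhibition over 29.93% but no dose response follow-up; inactive means inhibition at most 29.93% or unconfirmed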;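 further: 0% = low Mg2+ inducing control and 100% = high Mg2+ repressing control; strong numbers were not always called active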
# CSM14.1 death rescue – rescue of cells from ER stress-induced death, primary screen, 384-well, CSM14.1, thapsigargin, ATP luminescence (AID 1222); CSM14.1 thapsigargin-induced death rescue, ATP luminescence; higher % means a stronger effect; cellular ATP content (survival), % at 20 µM, or EC50 in µM where a hit was titrated; 190,000 tested, under 10 active;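 active means EC50 below 50 µM in the dose-response confirmation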;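 further: death triggered by thapsigargin at about 15 µM added after 2 h compound pretreatment; cell ATP read after overnight thapsigargin exposure of roughly 18 to 22 hours; normalized against plate controls of thapsigargin alone and 5% DMSO vehicle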
# The depositor's hits bear a star; i = inactive; ? = inconclusive; nt = no result given.
# Results follow in this order: P. falciparum M1AAP, PMI inhibition, West Nile antiviral, SIAH1 antagonists, Yfh1-off respiration, XIAP displacement, M17LAP inhibition, Salmonella PhoP GFP, CSM14.1 death rescue
CCOC(=O)C1=C(C)N(CCCC(=O)NCc2ccc3c(c2)OCO3)C(=O)NC1c1ccc(Br)cc1 (stereo unspecified)
 : 13%, -4%, -1.4%, 12%, i, -15%, -3%, -6%, -4.0%
O=C(Nc1ccc2nc(-c3ccc(Br)o3)[nH]c2c1)c1ccco1
 : 10%, -1%, 0.2%, 0%, i, -2.5%, -2%, -8%, -2.1%
CC(C)(C)C1CCC(OC(=O)CN2CCCCC2)CC1 (stereo unspecified)
 : 6%, nt, 0.8%, 9%, i, nt, 3%, -13%, nt
COC(=O)C1=C(C)NC2=C(C(=O)c3ccccc32)C1c1cccc(OC)c1 (stereo unspecified)
 : 8%, nt, 0.6%, 3%, i, nt, 10%, -6%, nt
CCOc1cc(NC(=O)c2ccco2)c(OCC)cc1NC(=O)CCC(=O)NCc1cccnc1
 : 5%, 14%, 0.4%, -2%, i, -5.9%, 3%, 3%, nt
O=C(Cc1cccs1)Nc1nnc(-c2ccccc2)s1
 : 8%, -12%, 0.5%, -2%, i, -8.6%, 0%, 3%, -1.4%
OC(CNCc1cccc(Br)c1)c1ccccc1 (stereo unspecified)
 : 0%, 4%, -1.0%, -5%, i, -12%, -14%, 11%, -1.1%
Cn1sc(NC(=O)c2ccccc2Cl)nc1=O
 : 5%, 18%, -0.1%, 1%, i, -5.3%, -13%, -6%, -1.6%
O=C(/C=C/c1ccc(Br)o1)NCCCN1CCOCC1
 : -1%, -3%, 0.4%, -5%, i, -3.6%, 3%, 1%, -1.5%
C=CCOC(=O)C(=O)/C=C/c1coc2ccccc2c1=O
 : 22%, 4%, 0.0%, -2%, i, -6.8%, -3%, -6%, -0.1%
COc1ccccc1NC(=O)CC1C(=O)NCCN1C(=O)Nc1ccccc1 (stereo unspecified)
 : 5%, 1%, -0.4%, 1%, i, -3.4%, -3%, 4%, -2.6%
Cc1oc(-c2ccccc2)nc1C(=O)Nc1nccs1
 : 3%, 8%, -0.3%, -2%, i, -5.1%, 9%, -7%, 0.0%
COc1cccc(OC)c1-c1nn2c(-c3ccco3)nnc2s1
 : 3%, -5%, ?, -3%, i, -2.8%, 19%, 2%, -1.3%
COC(=O)C1CCN(C(=O)CN2C(=O)NC(CCc3ccccc3)C2=O)CC1 (stereo unspecified)
 : 2%, 9%, 0.2%, 7%, i, -0.1%, -8%, -8%, -0.8%
COc1ccc(-c2nn(-c3ccccc3)cc2/C=C/C(=O)OCC(=O)Nc2ccc(C#N)cc2)cc1
 : 4%, 7%, -0.8%, 2%, i, 2.4%, 5%, -15%, 3.1%
Cc1nn(-c2ccccc2)c2nc(=O)n(-c3ccccc3)cc12
 : 2%, -3%, 0.1%, 4%, i, -4.5%, 17%, 9%, 1.4%
Cc1ccc(NS(=O)(=O)c2ccc(OCC(=O)Nc3cccc([N+](=O)[O-])c3)c(C)c2)cc1
 : 8%, 2%, -0.9%, -2%, i, -4.9%, 3%, 2%, 0.6%
Cc1c(NC(=O)c2cc3c(=O)n4ccccc4nc3s2)c(=O)n(-c2ccccc2)n1C
 : 4%, nt, 0.3%, 0%, i, nt, 2%, -9%, nt
O=c1c(N2CCOCC2)coc2ccccc12
 : 15%, -176%, 0.9%, -4%, i, -1.3%, 9%, 4%, -2.2%
COc1ccc(/C(C)=N/Nc2ncc(Cl)cc2Cl)c(O)c1
 : -1%, 6%, -0.2%, -2%, i, -6.8%, -6%, 1%, -0.1%
O=C(c1cc(F)ccc1F)C1CCCN(C(=O)CCc2cnccn2)C1 (stereo unspecified)
 : 1%, -5%, -0.3%, 1%, i, -7.3%, 0%, -8%, -1.2%
C=CCNC(=O)C1CCN(S(=O)(=O)c2ccc(Br)cc2)CC1
 : 7%, -5%, -0.5%, -6%, i, -10%, 6%, 5%, -3.1%
Cn1nc(C(F)(F)F)c2cc(C(=O)NC3CC3)sc21
 : 6%, 6%, -0.4%, 0%, i, -6.5%, 9%, -6%, -0.3%
CCOC(=O)C1=C(CSc2nc(-c3ccccc3)ccc2C#N)OC(N)=C(C#N)C1c1cccnc1 (stereo unspecified)
 : 14%, 4%, 0.1%, 6%, i, -9.7%, -4%, -9%, -1.5%
O=C(NCc1cccs1)C(NS(=O)(=O)c1cccc2nsnc12)c1ccccc1 (stereo unspecified)
 : -1%, -4%, -0.8%, 4%, i, -3.4%, 28%, -3%, -2.5%
c1ccc(-c2ccccc2OCCCN2CCCCC2)cc1
 : 1%, -20%, -1.4%, 0%, i, -8.7%, 8%, 6%, -1.1%
CCC(C)(C)c1nnc(NC(=O)c2ccc([N+](=O)[O-])cc2)s1
 : -5%, 0%, -0.1%, -2%, i, -3.4%, 3%, 0%, -0.3%
CC(c1ccncn1)N(C)Cc1nc(Cc2ccccc2F)no1 (stereo unspecified)
 : -9%, -5%, 0.1%, 0%, i, -1.8%, -2%, -3%, 0.2%
CCN(CC)C(=O)CSc1nc2sc3c(c2c(=O)n1-c1ccc(C)cc1)CC(C)(C)SC3
 : 19%, -3%, -0.2%, -4%, i, -4.4%, -5%, -2%, 3.6%
Cc1ccc(N(C(=O)c2ccc(S(=O)(=O)N3CCOCC3)cc2)C2C=CS(=O)(=O)C2)cc1 (stereo unspecified)
 : 5%, 6%, 0.7%, 4%, i, -5.1%, 17%, 4%, 0.7%
CC(C)(C)OC(=O)N/N=C/c1cn(-c2ccccc2)nc1-c1cccnc1
 : 2%, -8%, -0.3%, -3%, i, -2.2%, 3%, -10%, -10%
CC(=O)c1cccc(NC(=O)C2CC(=O)N(CCc3ccccc3)C2)c1 (stereo unspecified)
 : 6%, 15%, 0.5%, 0%, i, -13%, 17%, -5%, -0.7%
Cc1c(C)n(C(=O)CSc2nccn2C)c2ccccc12
 : -3%, -4%, -0.2%, -3%, i, -2.6%, 9%, -5%, -0.6%
O=S(=O)(NCCOC12CC3CC(CC(C3)C1)C2)c1cccc2nsnc12
 : 2%, 6%, -0.6%, -2%, i, -8.0%, -3%, 2%, 0.6%
O=[N+]([O-])c1cc(-c2nnc(Nc3ccccc3)c3ccccc23)ccc1N1CCOCC1
 : 7%, 3%, 1.1%, -5%, i, -4.1%, 1%, -7%, 1.8%
Cc1cccn2c(CN3CCCC(c4ccccc4)C3)c(C(=O)N3CCOCC3)nc12 (stereo unspecified)
 : 2%, -4%, 0.2%, 2%, i, -7.2%, 3%, 0%, 0.0%
CCN(CC)c1nc2ccccc2[nH]1
 : 5%, 2%, 0.0%, 7%, i, -3.7%, -4%, 5%, 3.5%
CCC(CC)C(=O)Nc1ccc(C(=O)Nc2cc(C)on2)cc1
 : 4%, -6%, 0.0%, 11%, i, -5.0%, 5%, -4%, -0.8%
COc1cc2c(cc1OC)CN(C(=S)NC(=O)c1ccccc1)CC2
 : 2%, 4%, -0.3%, 2%, i, -1.3%, -5%, 6%, 1.7%
Cc1cc(C)cc(OCC(=O)OCC(=O)N2CC(=O)Nc3ccccc32)c1
 : -3%, 13%, 0.1%, -2%, i, -2.5%, -3%, -2%, 0.0%
Cc1cc(N2CCCC2)nc2c(C)cccc12
 : 1%, 3%, -0.1%, 5%, i, -7.3%, 3%, -4%, -1.7%
COc1ccc(/C=C/C(=O)N[C@@H](C)C(=O)O)cc1
 : 2%, -1%, 0.3%, 5%, i, -4.3%, 4%, -13%, -1.5%
O=C(NC1CCCC1)C(=O)N(Cc1cccnc1)C(C(=O)NCc1ccco1)c1ccccc1F (stereo unspecified)
 : nt, 3%, -0.3%, -6%, i, -4.0%, nt, nt, 6.0%
c1cnc(-c2nnc3n2CCCCC3)cn1
 : 15%, 9%, -0.1%, 1%, i, -5.3%, 0%, -2%, -1.0%
CCOC(=O)c1c(C)[nH]c(C)c1C(=O)COC(=O)/C=C/c1ccc(OC(F)F)cc1
 : 3%, 15%, -0.8%, 6%, i, -7.8%, 5%, -3%, -1.5%
CCCC(=O)NCc1nc2ccccc2n1C
 : 12%, -6%, -0.2%, 2%, i, -6.0%, 6%, 6%, -0.8%
CC1N=C2c3ccccc3N=C(SCc3cc(=O)n4cc(Cl)ccc4n3)N2C1=O (stereo unspecified)
 : 15%, -49%, -0.7%, 10%, i, -0.4%, 8%, 7%, -3.8%
N#Cc1cc2c(nc1SCc1cccnc1)CCCCC2
 : 2%, 7%, -0.7%, 0%, i, -7.9%, -2%, 15%, 4.4%
C=CCc1cc(C)cc(C)c1OCCn1cncn1
 : 7%, 7%, -0.1%, 2%, i, 2.3%, -13%, 7%, -0.2%
Cc1nc(C2CC(=O)OC23CCCCC3)cs1 (stereo unspecified)
 : nt, 5%, 0.2%, 5%, i, -0.7%, nt, nt, nt
Cn1c(SCC(=O)c2ccccc2)nnc1-c1ccc(O)cc1
 : 6%, -10%, 0.4%, -1%, i, -2.9%, 2%, -7%, -3.6%
CCN(CCS(=O)(=O)c1ccc(Cl)cc1)C(=O)Nc1ccccc1
 : 2%, nt, -0.3%, -1%, i, nt, 0%, -5%, nt
Cc1nnc(SC(C)C(=O)NC2CCCc3ccccc32)n1-c1ccccc1 (stereo unspecified)
 : 7%, -11%, 0.1%, -5%, i, -1.5%, -3%, -6%, 0.2%
O=C(O)CCS(=O)(=O)c1cc(Br)cc2c1N(C(=O)C1CC1)CC2
 : 5%, 0%, 1.0%, -8%, i, -8.8%, 1%, 2%, nt
Nc1nc(-c2ccccc2)c(-c2ccccc2)s1
 : 3%, -8%, 0.3%, 4%, i, -6.3%, 5%, 4%, -0.8%
Cc1ccccc1C(=O)Nc1ccc(S(=O)(=O)N2CCN(C)CC2)cc1
 : -4%, 4%, -0.3%, -1%, i, -8.5%, 7%, -1%, nt
O=C(OCN1C(=O)c2ccccc2C1=O)c1ccco1
 : 7%, 12%, 0.6%, 2%, i, -2.6%, 9%, -12%, 0.4%
N#CCCCCN1c2cccc3cccc(c23)S1(=O)=O
 : 7%, 10%, 2.6%, -2%, i, -3.9%, -16%, 12%, -1.5%
COc1ccc(-n2c(=O)c3ccccc3n(Cc3ccccc3F)c2=O)cc1OC
 : 3%, 5%, -0.5%, -2%, i, 4.0%, -1%, 1%, 1.2%
CC1=NN(C(C)C)C(=O)C1
 : -4%, -20%, -0.3%, 2%, i, -3.9%, 2%, 2%, 0.3%
Cc1cc(C(=O)Nc2ccc3[nH]ccc3c2)no1
 : 4%, nt, 0.2%, 7%, i, nt, 1%, -6%, nt

# Compounds were not picked by outcome; overall some 1.6% were active at least once.
